IMP-1 inhibitor: inhibitors of Pseudomonas aeruginosa IMP-1 metallo-beta-lactamase; purified IMP-1, nitrocefin hydrolysis, epi-absorbance fluorescence; inhibition, % at 5.6 µM; 290,000 compounds, 0.45% hits; AID 1556;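 active = inhibition above the mean plus 3 SD of all compounds in the same screening run, cut at about 4.5% in these data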;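 also: 0% = IMP-1 with DMSO and 100% = DMSO wells lacking enzyme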
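System: purified IMP-1; amount: IMP-1 0.2 nM before substrate addition; compound: single dose, 5.6 µM; times: 25 °C, 15 min preincubation, 25 min reaction; signal: Epi-absorbance via hydrolysed-nitrocefin quenching of white-plate fluorescence, 480/530 nm, EDTA stop; benchmarks: DMSO with and without IMP-1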
GalR3 antagonist: blocks the human galanin receptor 3; O60755; HEK293 GalR3-CNG cAMP membrane potential fluorescence; galR3 body fused to GalR1 C-terminus; inhibition, % at 3 µM; 360,000 compounds, 0.44% hits;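 active = inhibition above the screen-wide average plus 3 SD, cut at about 13% in these data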;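 also: forskolin and galanin both at EC90 stimulate the cells; cAMP rise reported by CNG channel membrane potential dye signal; 0% = forskolin plus galanin with DMSO and 100% = forskolin alone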
Target sequence (O60755 1-299 limits assumed): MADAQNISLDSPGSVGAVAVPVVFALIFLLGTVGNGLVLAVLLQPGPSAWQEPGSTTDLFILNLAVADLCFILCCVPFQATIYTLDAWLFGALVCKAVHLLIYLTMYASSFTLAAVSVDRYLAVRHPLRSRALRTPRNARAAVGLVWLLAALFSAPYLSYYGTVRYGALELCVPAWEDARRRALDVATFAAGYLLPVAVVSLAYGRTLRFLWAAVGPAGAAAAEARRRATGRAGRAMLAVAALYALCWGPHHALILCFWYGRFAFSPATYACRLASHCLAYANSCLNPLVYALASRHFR
IDE inh: inhibitors of human insulin-degrading enzyme in cells; P14735; HEK cells, FAbetaB cleavage, fluorescence polarization; inhibition, % at 5.59 µM; 320,000 compounds, 0.41% hits; AID 434962;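 active = percent inhibition above the average of all tested compounds plus 3 SD, set per screening campaign, cut at about 16% in these data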;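 also: IDE supplied by intact live HEK cells; FP after avidin binding of uncleaved biotin substrate so inhibition keeps polarization high; 0% = DMSO wells and 100% = 60 µM reference IDE inhibitor Ii1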
UBC9 SUMO inh: SUMOylation inhibition. HTRF SUMOylation assay, SAE1/SAE2 + UBC9, in vitro. inhibition, % at 35 µM. 290,000 compounds, 0.36% hits. AID 2006; in the data active = inhibition above about 50%, passing the limit was not always enough; also: strong numbers were not always called active
Target sequence (P63279 whole entry, looked up): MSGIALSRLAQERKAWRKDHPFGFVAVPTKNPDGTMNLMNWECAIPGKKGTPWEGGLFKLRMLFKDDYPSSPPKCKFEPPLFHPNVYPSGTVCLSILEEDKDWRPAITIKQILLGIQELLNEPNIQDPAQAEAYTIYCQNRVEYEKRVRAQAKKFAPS
VIM-2 inh: blocks Pseudomonas aeruginosa VIM-2 metallo-beta-lactamase. 290,000 compounds, 0.89% hits. inhibition, % at 5.6 µM. purified VIM-2, nitrocefin hydrolysis, epi-absorbance fluorescence;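 active = inhibition above the mean of all tested compounds plus 3 SD, cutoff set per screening run, cut at about 7.5% in these data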;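 also: red hydrolysis product quenches plate fluorescence so inhibitors raise well fluorescence; 0% = enzyme with DMSO and 100% = DMSO without enzyme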
NS3 helicase inh: inhibitors of Hepatitis C virus NS3 helicase. NS3 helicase DNA unwinding, Cy5 molecular beacon fluorescence. inhibition, % at 10.9 µM. 290,000 compounds, 0.56% hits;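 active = inhibition above the mean of all tested compounds plus 3 SD, set per campaign, cut at about 35% in these data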;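 also: 0% = DMSO wells and 100% = thioflavine S control wells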
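System: Hepatitis C virus NS3 helicase domain fragment enzyme | Reagent: Annealed dual-labelled DNA beacon duplex, ATP-started | Compound dosing: 10.9 µM single point, 0.8% DMSO | Incubation: 1 h reaction at 25 °C, ATP-initiated | Technique: Cy5 fluorescence | Evaluation: Percent inhibition from t60/t0 fluorescence ratio | Benchmarks: Low DMSO, high thioflavine S at 110 µM | Replication: Singlicate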
pCIP destab: lowers stability of the mouse p/CIP coactivator protein. decrease of EGFP signal, % at 10 µM. 290,000 compounds, 0.01% hits. AID 1984. F442A p/CIP-EGFP cells, EGFP fluorescence, 16 h;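 active = EGFP signal decrease of at least 30% at 10 µM or well 3 SD below plate mean, unless failing retest; inactive = the rest, including hits failing retest or dose response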; also: some compounds called inactive have numbers as strong as hits; many of its hits are not listed in these tables
IDE act: activators of human insulin-degrading enzyme in cells | P14735 | HEK cells, FAbeta-B cleavage, fluorescence polarization; 0% vehicle, 100% cell-free pure enzyme wells | activation, % at 5.96 µM | 340,000 compounds, 0.073% hits | AID 493087;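 active = activation above the mean of all tested compounds plus 3 SD, set per screening campaign, cut at about 17% in these data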
CRFR2-BP antag: blocks CRF-induced signaling of the CRF-BP/CRF-R2 complex; HEK293 CRF-R2/CRF-BP, CRF-induced calcium fluorescence; inhibition, % at 11.8 µM; 350,000 compounds, 0.59% hits;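 active = inhibition of the ligand-induced calcium signal above about 50% at the single tested concentration, limit read from the data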
The depositor's hits bear a star; · = no result given.

item	IMP-1 inhibitor	GalR3 antagonist	IDE inh	UBC9 SUMO inh	VIM-2 inh	NS3 helicase inh	pCIP destab	IDE act	CRFR2-BP antag	Molecule
1	-4.2	-7.4	-4.1	-9.6	-1.1	0.6	-4.2	4.4	0.5	CCOC(=O)c1sc(=S)n(-c2ccc(F)c(F)c2)c1N
2	-2.1	-5.3	2.5	-10.3	-3.8	-1.8	-4.1	-1.8	1.7	O=C(Nc1cccc(F)c1)c1cccc(S(=O)(=O)N2CCOCC2)c1
3	-2.6	-1.8	0.9	5.0	-3.2	1.2	-7.9	4.5	4.6	N#Cc1ccccc1S(=O)(=O)N1CCN(CC(O)c2ccccc2)CC1 (stereo unspecified)
4	-1.9	1.2	-7.2	2.1	1.3	-9.6	-3.7	-1.6	-6.6	CCn1c(C(C)NC(=O)c2cccs2)nc2ccccc21 (stereo unspecified)
5	-0.4	2.9	9.5	7.6	-2.2	2.9	-0.6	-4.5	-4.6	Cc1ccc(N(CC(=O)O)S(=O)(=O)c2cccc3nonc23)cc1
6	-2.9	-3.5	6.6	16.0	0.1	-3.1	-5.9	-2.9	4.6	Cc1cc2c(c(=O)o1)C1(C(=O)N(CC(=O)O)c3ccccc31)C(C#N)=C(N)O2 (stereo unspecified)
7	0.2	-3.4	1.1	4.7	0.6	-1.5	-15.8	4.1	8.7	CCOc1ccc(C(CC(=O)O)NC(=O)c2cccs2)cc1OC (stereo unspecified)
8	-2.8	-3.4	-1.3	18.9	-1.9	0.5	-8.3	0.8	2.2	CSc1nsc(SCC(=O)N2CCCCC2)n1
9	-2.9	0.6	1.5	2.3	-1.0	-6.1	-1.5	4.8	0.4	COc1ccc(C(=O)OCC(=O)NCC2CCCCC2)cc1S(=O)(=O)N1CCCc2ccccc21
10	-2.2	-1.2	6.1	3.8	-2.8	-7.2	-1.0	11.1	-0.8	CN1C(=O)N(c2nnc(C(C)(C)C)s2)C(=O)C1c1ccccc1 (stereo unspecified)
11	-3.2	-4.8	-0.3	17.7	-2.1	-5.1	1.4	4.8	0.4	O=C(CSc1ccccc1)NCc1ccco1
12	-4.3	-2.1	8.8	8.1	-2.1	5.9	-25.5	4.0	-15.1	O=C(N/N=C/c1ccc[nH]1)c1sc2ccccc2c1Cl
13	-2.1	·	-5.4	-14.0	-4.0	-18.7	2.0	8.1	7.6	Cc1cccc(N2CCN(C(=O)c3noc4c3COc3ccc(C)cc3-4)CC2C)c1 (stereo unspecified)
14	-3.1	-4.8	1.1	13.9	3.1	-4.6	-0.2	1.2	-16.9	Cc1sc2nc(CN3CCOCC3)nc(NCCc3ccccc3)c2c1C
15	·	-5.5	-2.4	·	·	·	·	1.3	1.5	Cc1nc(SCC(=O)NCC2CCCO2)nc(C)c1C (stereo unspecified)
16	-4.5	-5.3	12.7	8.0	1.1	23.6	4.6	2.6	7.7	COc1ccc(OC)c(NC(=O)Cc2cccs2)c1
17	-2.8	-3.1	-3.1	23.2	-3.0	-5.7	-4.5	5.3	7.1	N#Cc1c(-n2cccc2)cccc1-n1cccc1
18	-2.3	-8.3	-4.8	15.8	-1.9	-5.4	0.9	3.4	-4.5	CC(C)(C)C(=O)NC1CC2CCCC(C1)N2C(=O)Nc1ccccc1 (stereo unspecified)
19	-5.9	0.6	5.3	-13.2	-2.4	5.7	-16.7	1.1	7.1	COc1ccc(C(=O)NC(Cn2ccnc2)C(C)(C)C)cc1OC1CCN(C(C)C)CC1 (stereo unspecified)
20	0.1	-1.2	0.4	8.2	-2.0	4.3	-7.8	-1.0	4.2	Cc1ccc(NS(=O)(=O)c2ccc(OCC(=O)NCc3ccccn3)cc2)cc1
21	-2.5	2.7	-5.6	12.4	-2.1	-20.0	-7.7	3.9	-26.1	Cc1nn(-c2ccc(C(=O)Nc3nnc(C4CC4)s3)cc2)c(C)c1Cl
22	-0.6	-0.6	1.5	13.9	-2.0	9.4	-10.5	1.7	-25.9	Cc1ccc(CN2CCN(CCCn3cccn3)CC2CCO)cc1 (stereo unspecified)
23	0.0	0.2	0.1	6.7	-0.8	-4.4	13.5	6.0	-7.9	COc1ccc(N(CC(=O)Nc2ccc(F)cc2F)S(=O)(=O)c2c(C)nn(C)c2C)cc1
24	-2.9	-2.3	-1.0	8.4	-1.7	-2.6	-6.4	-3.6	18.9	O=C1c2ccccc2C(=O)N1OS(=O)(=O)c1ccc(F)cc1
25	-3.0	-3.6	-1.7	11.9	-2.5	2.1	0.2	2.9	-59.4	O=C(NC(=S)Nc1ccccc1N1CCOCC1)c1cccs1
26	-0.6	2.7	7.3	16.6	1.2	5.3	11.1	1.0	4.2	CCCc1cc(C(=O)OC)c(NC(=O)CCC(=O)O)s1
27	-1.9	-9.8	-2.8	3.4	-1.5	0.0	12.8	2.2	5.3	CCOC(=O)C(CC)/C(C)=N\NC(=O)CCC(=O)Nc1ccc(Cl)cc1Cl (stereo unspecified)
28	-3.6	-4.1	3.6	29.8	-0.7	19.5	-5.0	2.5	6.3	CCCCC(NC(=O)Cc1c(C)c2cc3c(C)c(C)oc3c(C)c2oc1=O)C(=O)O (stereo unspecified)
29	-2.1	-4.8	-3.6	4.1	-1.5	-10.3	-19.9	-1.6	-5.2	CC1=CC(C)C2COC(c3ccc[n+](C)c3)C1C2C (stereo unspecified)
30	-4.7	-5.5	-0.9	12.6	-2.9	4.6	-4.9	7.4	6.4	O=C(NNC(=O)c1ccccc1Cl)c1ccncc1
31	0.5	-4.9	2.9	10.5	-3.9	8.0	-13.1	0.1	62.7*	Cc1ccc(C)c(S(=O)(=O)ON2C(=O)c3ccccc3C2=O)c1
32	-2.2	-6.8	0.6	14.2	-0.1	-7.3	4.4	11.4	-8.8	CC(=O)c1nnn(-c2ccc([N+](=O)[O-])cc2C)c1C
33	-1.8	-4.8	0.6	19.8	-0.9	0.1	-6.8	-3.8	9.9	CNC(=O)COc1ccc(S(=O)(=O)Nc2ccccc2)cc1
34	·	5.1	0.6	·	·	·	·	-1.0	2.2	COc1cc(OC)c(N(C)C(=O)c2cc3c(s2)-c2ccccc2S(=O)(=O)C3)cc1Cl
35	-4.1	-1.6	-1.3	24.9	-3.6	-1.2	-1.8	2.2	0.6	Cc1nc2ccc(NC(=O)Cc3cccs3)cc2s1
36	-2.6	-7.3	-2.1	14.7	0.9	3.3	-13.5	3.0	7.2	S=C(NCCc1ccccc1)NCCN1CCOCC1
37	-1.9	-2.9	1.1	-0.7	-1.6	-0.6	0.0	0.8	24.1	CCOC(=O)C1=C(C(F)(F)F)Nc2ncnn2C1c1cc(OC)c(OC)cc1OC (stereo unspecified)
38	-2.2	-1.1	0.2	6.1	-3.2	-3.9	1.0	5.8	-7.3	O=C(Cc1ccccc1[N+](=O)[O-])NCCC1=CCCCC1
39	-1.3	-1.1	-1.2	3.8	-2.0	1.1	-5.1	-0.6	3.1	COc1ccc(-n2c(Cc3cccn3C)nnc2SCC(=O)N2CCCC2)cc1
40	-1.7	3.1	1.8	-3.0	-1.7	-4.5	-8.8	8.2	-3.2	CCCn1c(SCC(=O)NC23CC4CC(CC(C4)C2)C3)n[nH]c1=O
41	0.0	-0.7	-0.6	5.5	-1.1	-2.7	2.0	4.4	-4.0	Cc1ccc2c(c1)nc(NCCCO)n2C
42	-0.2	-0.1	-2.5	-2.9	1.8	-4.8	-19.2	5.7	-9.7	CCN1CCN(CC(O)COc2cccc(OC)c2)CC1 (stereo unspecified)
43	-4.1	-1.5	1.6	-8.8	-1.2	-1.8	-7.9	-5.5	-42.6	Fc1ccc(-c2csc(N3CCC(c4ccccc4)C3)n2)cc1 (stereo unspecified)
44	-3.7	-5.7	-0.2	4.4	-3.6	-1.9	-3.7	-7.6	18.5	NC(=S)N/N=C/c1ccc2ccccc2c1
45	-4.5	-3.5	1.5	20.0	8.1*	0.2	6.9	-0.1	-3.6	O=C(CSc1ccc2nnc(-c3cccs3)n2n1)N1CCCC1
46	3.6	-6.3	-1.1	15.1	-0.2	2.1	-17.5	3.9	-7.3	CCC(=O)N1CCn2c1nc1ccccc12
47	-1.9	-2.8	-0.8	19.4	-1.4	-21.5	-19.2	0.2	-2.1	CC1(C)C(c2cccs2)=[N+]([O-])C2(CCCCC2=O)N1O (stereo unspecified)
48	-3.0	-1.8	-1.4	5.8	-2.3	-2.0	1.4	-1.3	5.2	Cc1noc(C)c1COc1ccccc1C(=O)NC1CCC(C)CC1 (stereo unspecified)
49	-2.2	-2.2	-1.6	-1.3	0.5	4.9	8.1	-0.1	18.0	CCCCc1ccc(NC(=O)C(C)CC)cc1 (stereo unspecified)
50	-1.0	6.9	4.0	6.0	-2.1	6.3	4.4	-3.4	3.6	CCOc1ccc(S(=O)(=O)Nc2ccc(O)c(Sc3ncn[nH]3)c2)cc1
51	-2.0	-5.4	2.4	-2.4	-2.9	0.1	2.1	0.6	-5.1	CCCCOc1ccc(C(=O)N2CCC(C)CC2)cc1
52	-3.7	-8.9	-3.9	-0.2	-3.0	-0.4	4.8	0.0	6.9	CN(CC(=O)N1CCCCCC1)S(=O)(=O)c1ccc(Br)cc1
53	-0.5	-7.1	4.7	11.6	-0.9	11.2	-9.6	4.9	16.0	CC1(C)CC(=O)C(=Cc2cn(CCC#N)nc2-c2ccc(F)cc2)C(=O)C1
54	-3.2	-3.8	·	8.7	0.2	7.0	-20.7	-2.6	-2.0	O=C(CCNS(=O)(=O)c1ccccc1)N1CCCC1
55	-3.7	-8.3	-2.1	9.5	-0.3	-0.9	-13.3	6.0	0.1	Cn1ccnc1COc1ccc(/C=N/O)cc1
56	-3.3	-9.4	0.4	11.8	-2.7	-14.3	3.5	0.8	-17.1	COc1ccc(/C=N/Nc2nc(C)nc(N)n2)cc1
57	-1.2	-2.5	-4.1	-2.1	1.0	8.2	-4.2	8.8	1.0	COc1ccc(S(=O)(=O)N2CCCC2)cc1NC(=O)c1ccccc1
58	-2.5	-7.0	1.4	3.4	0.0	1.3	-6.3	0.6	14.7	COc1cccc(CC(=O)N2CCCC(CCC(=O)N3CCN(c4ccccn4)CC3)C2)c1 (stereo unspecified)
59	-2.7	6.9	·	23.6	-2.7	31.8	-7.3	5.9	87.7*	COc1cc(/C=C2\SC(=O)N(c3ccccc3Cl)C2=O)cc([N+](=O)[O-])c1O
60	·	-7.4	-5.0	·	·	·	·	4.3	-2.7	Cc1cc(C(=O)COC(=O)c2cccnc2Cl)c(C)n1C

Three structures already listed, arranged by molecular weight, rising:
item	IMP-1 inhibitor	GalR3 antagonist	IDE inh	UBC9 SUMO inh	VIM-2 inh	NS3 helicase inh	pCIP destab	IDE act	CRFR2-BP antag	Molecule
47	-1.9	-2.8	-0.8	19.4	-1.4	-21.5	-19.2	0.2	-2.1	CC1(C)C(c2cccs2)=[N+]([O-])C2(CCCCC2=O)N1O (stereo unspecified)
53	-0.5	-7.1	4.7	11.6	-0.9	11.2	-9.6	4.9	16.0	CC1(C)CC(=O)C(=Cc2cn(CCC#N)nc2-c2ccc(F)cc2)C(=O)C1
58	-2.5	-7.0	1.4	3.4	0.0	1.3	-6.3	0.6	14.7	COc1cccc(CC(=O)N2CCCC(CCC(=O)N3CCN(c4ccccn4)CC3)C2)c1 (stereo unspecified)
